PP5 primary – inhibitors of human protein phosphatase 5 (PP5) | AID 1987 | actives 0.18% (n = 320,000) | purified PP5c, OMFP substrate fluorescence | P53041 | inhibition, % at 6.7 µM;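 active = inhibition above the campaign's mean inhibition across all tested compounds plus 3 SD, cut at about 9.5% in these data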;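 also: 0% = DMSO only and 100% = 100 µM cantharidin control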
Target sequence (P53041 whole entry, looked up): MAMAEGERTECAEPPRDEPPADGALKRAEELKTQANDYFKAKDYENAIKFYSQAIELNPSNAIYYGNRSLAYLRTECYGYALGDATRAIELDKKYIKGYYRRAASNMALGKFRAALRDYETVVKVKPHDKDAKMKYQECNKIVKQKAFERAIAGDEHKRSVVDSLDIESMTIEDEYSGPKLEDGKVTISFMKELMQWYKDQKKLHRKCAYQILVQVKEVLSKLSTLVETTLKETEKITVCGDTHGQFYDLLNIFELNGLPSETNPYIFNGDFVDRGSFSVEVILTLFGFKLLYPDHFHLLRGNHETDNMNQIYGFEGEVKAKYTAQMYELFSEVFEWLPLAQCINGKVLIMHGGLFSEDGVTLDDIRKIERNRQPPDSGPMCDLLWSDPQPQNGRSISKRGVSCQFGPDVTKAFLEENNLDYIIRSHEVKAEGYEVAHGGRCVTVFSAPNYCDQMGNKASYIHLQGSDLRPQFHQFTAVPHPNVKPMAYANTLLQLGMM
PREPL inhibitor – human PREPL enzyme inhibition; recombinant PREPL, fluorescence polarization activity-based probe; inhibition, % at 5.96 µM; actives 0.68% (n = 320,000); AID 2751; in the data active = inhibition above about 43%;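 also: 0% = enzyme with DMSO and 100% = wells lacking enzyme; many of its hits are not listed in these tables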
ZTA DNA inh – blocks Epstein-Barr virus ZTA, an EBNA-1 counter-screen. P03206. ZTA-DNA binding, fluorescence polarization. AID 2234. inhibition, % at 11 µM. actives 0.15% (n = 320,000); in the data active = inhibition above about 33%
Target sequence (P03206 whole entry, looked up): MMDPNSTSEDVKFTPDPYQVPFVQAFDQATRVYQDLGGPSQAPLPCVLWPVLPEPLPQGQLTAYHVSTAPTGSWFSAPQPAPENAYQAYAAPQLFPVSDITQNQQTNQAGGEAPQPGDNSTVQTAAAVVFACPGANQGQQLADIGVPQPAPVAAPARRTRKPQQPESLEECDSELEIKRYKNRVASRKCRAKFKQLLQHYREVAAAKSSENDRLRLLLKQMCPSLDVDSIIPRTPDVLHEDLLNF
TPT1 inh – inhibitors of Candida albicans tRNA 2'-phosphotransferase TPT1. actives 0.81% (n = 300,000). inhibition, % at 5 µM. recombinant caTPT1, FP RNA substrate dephosphorylation;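 active = inhibition above the mean of all tested compounds plus 3 SD, set per screening campaign, cut at about 24% in these data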;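 also: plate controls were DMSO alone for no effect and ferristatin control at 100 nM for full effect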
Efflux pump inh – inhibitors of Candida antifungal efflux pumps expressed in yeast. S. cerevisiae Candida pump triplex, Nile Red efflux. inhibition, % at 10 µM. actives 0.44% (n = 330,000). AID 485275;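 active = plate passing quality check with inhibition over a set limit, or well fluorescence over plate mean plus 4 SD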;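 also: Nile Red retained in pooled yeast measured as flow cytometry median fluorescence; 0% = buffer negative control and 100% = Enniatin B positive control; higher means more Nile Red kept so more efflux inhibition; some compounds called inactive have numbers as strong as hits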
PP1 inh – PP1-alpha (human) inhibition in PP5 counter-screen; P62136; purified PP1alpha, OMFP fluorescence; inhibition, % at 6.7 µM; actives 0.9% (n = 320,000); AID 2235;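 active = inhibition above the mean inhibition of all tested compounds plus 3 SD, computed separately for each screening campaign, cut at about 15% in these data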
Target sequence (P62136 whole entry, looked up): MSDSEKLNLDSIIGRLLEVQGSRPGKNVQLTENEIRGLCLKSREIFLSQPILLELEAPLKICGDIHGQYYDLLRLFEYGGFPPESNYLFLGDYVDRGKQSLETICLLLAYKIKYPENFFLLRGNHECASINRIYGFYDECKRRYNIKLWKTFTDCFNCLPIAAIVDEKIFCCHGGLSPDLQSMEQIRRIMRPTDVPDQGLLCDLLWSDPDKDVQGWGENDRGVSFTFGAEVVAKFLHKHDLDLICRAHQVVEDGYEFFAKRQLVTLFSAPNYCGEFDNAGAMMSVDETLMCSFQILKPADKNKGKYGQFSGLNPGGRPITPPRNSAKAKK
EBNA-1 inh – blocks EBNA-1 binding to DNA; EBNA-1 DNA binding, fluorescence polarization; inhibition, % at 14.8 µM; actives 0.34% (n = 300,000); AID 1950; in the data active = inhibition above about 28%
Fh CTSL1 inh – counter-screen for PFM18AAP inhibitors: inhibitors of F. hepatica cathepsin L1 | recombinant F. hepatica cathepsin L1, Z-Leu-Arg-MCA fluorescence | inhibition, % at 5.96 µM | actives 0.49% (n = 300,000) | AID 1906;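 active = inhibition above the mean of all tested compounds plus 3 SD, set per screening campaign, cut at about 17% in these data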;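 also: 0% = plate median of test compound wells and 100% = 1 µM Z-Phe-Ala-diazomethylketone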
core dimer inh – HCV core protein dimerization inhibition; TR-FRET GST/Flag-core106 dimerization, 1536-well; AID 1899; actives 0.33% (n = 300,000); inhibition, % at 5 µM;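 active = inhibition above the mean of all tested compounds plus 3 SD, set per screening campaign, cut at about 45% in these data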
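Assay system: GST-tagged and Flag-tagged HCV core protein residues 1-106 / Times: compound-protein-antibody incubation 4 h at 22.5 °C / Signal: time-resolved FRET, ex 340 nm, em 617 and 671 nm / Evaluation: % inhibition based on acceptor/donor emission ratio / Benchmarks: wells lacking GST-core106 and wells with excess unlabelled core106 / Repeats: singlicate, one well per compound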
* = called active by the depositor; x = no result given. Not all compounds are listed, so the mix of outcomes need not match the whole.

SMILES	PP5 primary	PREPL inhibitor	ZTA DNA inh	TPT1 inh	Efflux pump inh	PP1 inh	EBNA-1 inh	Fh CTSL1 inh	core dimer inh
COC(=O)CSc1nnc(C)n1-c1cccc(C#N)c1	0.0	-5	-7	-2	0.0	1	7	-1	0
CC1CCCc2sc3nc(NCc4ccco4)n4ncnc4c3c21 (centres undefined)	1.4	19	11	5	0.2	-1	-8	4	35
Cc1ccccc1OCC(=O)Nc1cccc(N(C)S(C)(=O)=O)c1	0.5	12	-12	0	-0.1	-4	-12	-4	-17
FC(F)(F)c1ccc(N=Cc2sc(N3CCOCC3)nc2-c2ccccc2)cc1	0.9	8	9	-2	0.1	-4	8	0	-3
O=C(/C=C/c1ccc([N+](=O)[O-])cc1)NCc1cccnc1	-1.4	-1	-2	-12	0.0	-3	1	-1	11
Cc1cc(Br)c2[nH]c3c(c2c1)CCCC3=O	1.6	10	-1	-5	-0.2	-2	-3	1	-1
Cc1ccc(NC(=O)CCCOc2ccccc2)cc1S(=O)(=O)N1CCOCC1	1.2	9	-3	x	0.2	-4	x	x	x
Nc1ccc2oc(C3CCCCC3)nc2c1	0.7	0	-16	0	0.0	0	4	-5	-5
COc1ccccc1C(c1nnnn1Cc1ccco1)N1CCN(c2cccc(C)c2C)CC1 (centres undefined)	-0.9	14	-6	-5	0.0	4	3	4	10
CC1CCN(S(=O)(=O)c2ccc3c(c2)CCN3C(=O)C2CCC2)CC1	0.5	-4	6	-1	0.0	1	2	-1	5
COC(=O)CC(C(=O)Nc1cc(C(=O)OC)cc(C(=O)OC)c1)N1CCN(C)CC1 (centres undefined)	2.9	8	-10	1	0.2	-6	-5	5	-3
COc1ccc(OCc2nn3c(-c4cccc(OC)c4)nnc3s2)cc1	3.7	-5	13	0	0.1	7	-14	0	12
O=S(=O)(c1ccc2ccccc2c1)N1CCN(S(=O)(=O)N2CCCCC2)CC1	-0.5	3	4	-5	-0.1	-2	13	2	4
COc1cc(C2C(C(=O)OC(C)C)=C(C)Nc3ncnn32)cc(OC)c1OC (centres undefined)	-0.8	6	1	2	0.1	0	3	3	-15
Cc1ccc2nc(N3CCN(C(=O)c4cccs4)CC3)c(C#N)cc2c1	-1.2	5	5	2	0.0	1	-3	-1	13
Cc1ccc(/C=C/C(=O)NCc2cccs2)o1	1.9	-4	-22	-3	0.1	1	2	37*	4
CCC(C)NCCOCCOc1ccc(Cl)c2ccccc12 (centres undefined)	0.8	-34	-22	-1	0.2	4	-9	2	-7
CN(C)CCCN(Cc1ccccc1)C(=S)Nc1ccc(SC(F)F)cc1	1.3	-26	-4	-4	0.0	-3	-5	-3	-3
CCOc1ccc(NC(=O)CSc2nnc(C3CC3)n2N)cc1	-2.3	-4	3	1	-0.2	-3	9	6	-1
CCOc1ccc(S(=O)(=O)/N=C(/c2ccccc2)N(C)C)cc1	-0.1	15	-10	-2	0.0	0	-2	-2	-4
O=C(Nc1ccc(C(=O)O)cc1)/C(=C\c1ccc2c(c1)OCO2)NC(=O)c1ccco1	0.4	1	1	0	0.2	-3	7	1	2
Cc1nn(C)c(C)c1S(=O)(=O)N(CC(=O)NCCCN1CC(C)CC(C)C1)c1ccc(C(C)C)cc1 (centres undefined)	-3.0	15	10	4	0.0	-2	7	0	-7
O=C(CSc1nc(-c2ccc(F)cc2)cc(C(F)(F)F)n1)NCc1cccs1	0.1	-2	-2	-4	-0.6	-1	9	0	-7
O=C(O)c1ccc2c(c1)C(=O)N(c1cc(C(=O)O)ccc1Br)C2=O	1.8	-10	-4	3	0.0	-1	-5	-4	1
OC(CN1CCCCCC1)CN(c1ccccc1)c1ccccc1 (centres undefined)	0.8	33	2	-2	0.3	2	-8	3	0
(listing goes on)
SMILES	PP5 primary	PREPL inhibitor	ZTA DNA inh	TPT1 inh	Efflux pump inh	PP1 inh	EBNA-1 inh	Fh CTSL1 inh	core dimer inh
O=C(Nc1ncccc1Cl)c1cc2ccccc2o1	-0.5	4	-19	-3	-0.1	0	-2	8	-9
O=[N+]([O-])c1ccc(/C=N/Nc2ccccn2)cc1	0.2	7	-1	14	-0.1	3	2	2	-9
Cc1oc(-c2ccccc2F)nc1CN1CCC(C(=O)NC2CCCc3ccccc32)CC1 (centres undefined)	-0.4	-4	8	8	0.0	-4	-1	3	16
O=C(NCCc1cccs1)c1cccs1	1.3	-4	-3	-1	-0.2	2	4	0	-3
O=C(NCCC(=O)N(CCc1ccccc1)Cc1ccccc1)c1ccccc1Cl	1.4	-4	20	-3	-0.1	-2	12	0	2
Cc1cccc(N2CCN(C(=O)CCC(=O)N3Cc4ccccc4Oc4ncccc43)CC2)c1C	2.9	-12	1	-2	-0.4	4	0	1	17
CC1(C)Cc2c(cnn2-c2ccc(F)cc2)C(NC(=O)CCN2CCCCO2)C1 (centres undefined)	2.1	3	-2	1	0.1	3	-5	1	5
CC(=O)c1c(OC(=O)c2cccc(Cl)c2)c2ccccc2n1C	3.3	12	1	-1	0.2	1	-2	2	-19
O=C1CSC(c2ccccc2)N1CC(O)c1ccc([N+](=O)[O-])cc1 (centres undefined)	3.4	-19	-13	0	0.0	2	-6	2	-2
COc1ccc(CC2S/C(=N/N=C/c3ccccc3O)NC2=O)cc1 (centres undefined)	0.8	-13	-1	-1	0.0	6	4	5	8
CN(C)CCNc1c2c(nc3ccccc13)CCC2	1.6	11	-16	4	0.2	-2	-5	-1	-3
CCCC(NCC(=O)Nc1cc(S(=O)(=O)N2CCOCC2)ccc1OC)c1ccccc1 (centres undefined)	2.5	-3	15	x	0.1	2	x	x	x
O=C(CCN1CCN(c2ccccc2)CC1)NNC(=O)Cc1ccccc1Cl	1.3	-1	-4	x	0.0	-3	x	x	x
Cc1cc(C)n2nc(C(=O)OCC(=O)c3cc(C)n(C)c3C)nc2n1	-2.0	3	9	-2	0.0	-2	5	3	33
COc1ccc(CCNC2=C(Cl)C(=O)N(CCc3ccc(OC)c(OC)c3)C2=O)cc1OC	6.0	5	1	6	0.2	2	-11	-1	1
Cc1c(C(=O)N2CCOCC2)c(S(=O)(=O)Nc2cccc(C#N)c2)c(C)n1C	2.0	5	-5	-4	-0.1	1	7	-1	0
CCCc1cc(=O)[nH]c(SCc2nc3ccc([N+](=O)[O-])cc3[nH]2)n1	3.2	-2	-20	-5	0.0	8	-15	4	3
O=C(Nc1ccnn1C1CCN(C/C=C/c2ccc(F)cc2)CC1)C1CCCC1	3.8	-10	-10	1	0.1	0	-14	0	-3
COc1ccc(CCN2C(=S)N(C)C(=O)C2CC(=O)Nc2ccc(OC)cc2)cc1 (centres undefined)	1.5	7	12	5	-0.1	4	0	1	3
CCNC(=O)Cn1c(=O)c(=O)n(Cc2ccccc2)c2ccc(Cl)cc21	-0.9	-6	0	-1	-0.2	-2	-1	-2	1
COc1cc(/C=C2/SC(=S)N(Cc3ccccc3)C2=O)ccc1OS(C)(=O)=O	-2.3	-6	19	6	-0.2	3	12	3	-39
COc1ccc(C(Nc2ccccn2)c2c(NC(=O)c3ccco3)sc(C)c2C)cc1 (centres undefined)	7.1	16	13	-2	0.0	0	-1	2	12
c1coc(CN2CN=C(Nc3nc4ccccc4s3)NC2)c1	1.9	14	1	3	0.0	3	0	2	0
CCOc1ccc(C(=O)C(C)OC(=O)c2cnc(C)cn2)cc1 (centres undefined)	1.9	0	16	3	0.0	-1	-1	-26	-3
COc1ccc(/C=C/C(=O)NCCc2ccc(S(N)(=O)=O)cc2)cc1	-0.5	-4	2	-2	-0.2	-5	11	-2	-2

Five records drawn at random from those above:
SMILES	PP5 primary	PREPL inhibitor	ZTA DNA inh	TPT1 inh	Efflux pump inh	PP1 inh	EBNA-1 inh	Fh CTSL1 inh	core dimer inh
O=C(Nc1ccnn1C1CCN(C/C=C/c2ccc(F)cc2)CC1)C1CCCC1	3.8	-10	-10	1	0.1	0	-14	0	-3
O=C(NCCC(=O)N(CCc1ccccc1)Cc1ccccc1)c1ccccc1Cl	1.4	-4	20	-3	-0.1	-2	12	0	2
O=C(CCN1CCN(c2ccccc2)CC1)NNC(=O)Cc1ccccc1Cl	1.3	-1	-4	x	0.0	-3	x	x	x
COc1ccc(/C=C/C(=O)NCCc2ccc(S(N)(=O)=O)cc2)cc1	-0.5	-4	2	-2	-0.2	-5	11	-2	-2
COc1ccc(CC2S/C(=N/N=C/c3ccccc3O)NC2=O)cc1 (centres undefined)	0.8	-13	-1	-1	0.0	6	4	5	8

New compounds follow:
SMILES	PP5 primary	PREPL inhibitor	ZTA DNA inh	TPT1 inh	Efflux pump inh	PP1 inh	EBNA-1 inh	Fh CTSL1 inh	core dimer inh
O=C(NCC1CCCO1)C1CCCN(S(=O)(=O)c2cccc(C(F)(F)F)c2)C1 (centres undefined)	-5.4	-4	4	2	1.3*	3	-1	-2	-6
O=C(CC(NC(=O)c1ccccc1Cl)c1ccccc1)Nc1ccc2c(c1)OCO2 (centres undefined)	-2.2	-4	-4	0	-0.1	5	6	0	6
N#CC(c1ccc(F)cc1)c1ccc(C(=O)c2ccccc2)cc1 (centres undefined)	2.9	-19	-3	1	0.1	2	-13	1	5
O=C(COC(=O)Cn1cnc2ccccc21)Nc1cccc([N+](=O)[O-])c1	-0.8	-2	-6	1	0.3	-3	-19	-6	-5
CCCCNC(=O)CN(c1cc(C(F)(F)F)ccc1Cl)S(C)(=O)=O	2.1	-2	-19	0	-0.1	1	-2	-5	-5
COc1ccccc1CNCC(=O)Nc1ccc(C#N)cc1	1.8	8	9	-2	0.6	0	-7	0	0
C/C=C/c1ccc(OCC(=O)N(C)CC(=O)Nc2ccc(F)cc2)c(OC)c1	0.2	0	12	-3	-0.1	0	-4	3	0
CC(=O)N1CCc2cc(S(=O)(=O)NCCC(=O)Nc3cccc(C)c3C)ccc21	1.2	0	-11	-2	0.1	4	9	0	2
Cc1ccc(C(=O)N/C(=C\c2ccco2)C(=O)NCC2CCCO2)cc1C (centres undefined)	1.9	16	-8	13	0.1	2	-14	7	1
COC(=O)c1ccc(COC(=O)c2cccn2C)o1	1.9	-3	-6	-2	0.0	-1	-7	-3	-4
CCN(C(=O)COC(=O)c1cc(S(=O)(=O)N2CCc3ccccc32)ccc1OC)C1CCS(=O)(=O)C1 (centres undefined)	0.5	-1	-8	-6	-0.1	-4	1	-2	-3
Cc1cc(C)c2c(c1)-c1c(ssc1=S)C(C)(C)N2C(=O)CN1C(=O)c2ccccc2C1=O	0.4	9	20	2	-0.2	2	-1	0	11
Cc1ccc(CCNC(=O)C2CCN(c3nn4c(=O)cc(C)nc4s3)CC2)cc1	-1.1	33	10	5	-0.1	1	9	0	9
CCN(CC)CCN(C(=O)C1=COCCO1)c1nc2cc(C)cc(C)c2s1	2.3	-5	9	-2	0.4	-3	1	-2	-2
C=CCN=C1CC(C)(C)C(C(=O)OC)C(O)=C1C(=O)CCC (centres undefined)	-1.6	3	4	-2	0.1	-6	9	0	0
COc1ccc(-n2ccnc2SCC(=O)NC2CCCC2)cc1	2.0	15	8	x	0.1	6	x	x	x
CC(C)C[C@@H]1NC(=O)N(CCN2CCOCC2)C1=O	-6.9	2	-24	-4	-0.2	-1	-8	16	-4
CC(C)OCCCNC(=O)c1ccc(CN2CCc3ccccc3C2)cc1	3.4	-6	-4	0	0.1	0	5	4	4
Cc1c(O)ccc2cc(S(=O)(=O)c3ccccc3)c(=O)oc12	-1.9	-7	-9	-4	0.2	0	-15	6	-3
COc1ccc(-c2cc(C(=O)NCC3CCCO3)on2)cc1OC (centres undefined)	-0.9	2	19	1	0.0	-4	10	-2	5
CCCN1C(=O)/C(=C/c2cc(C)n(C)c2C)SC1=Nc1ccc(OC)cc1	3.1	10	-14	5	0.0	-1	-8	1	-9
